Assay outcomes deposited in PubChem by Sanford-Burnham Center for Chemical Genomics.
KOR beta-arrestin-1: kappa opioid receptor activators – cell-based, luminescence, uHTS, primary screen (AID 1777) | KOR beta-arrestin recruitment, luminescence; higher % means a stronger effect | activation, % at 10 µM; hits with a dose series show EC50 in µM | 0.02% of 280,000 active; in the data active = activation above about 50%, passing the limit was not always enough; note: a part of the inactive calls stands beside numbers as strong as those of hits
NOD2 inhibition: NOD2 signaling inhibitors, cell-based, luminescence, uHTS, HEK293 (AID 1566). HEK293 NOD2/NF-kB luciferase reporter, luminescence; higher % means a stronger effect. inhibition, % at 4 µM; hits with a dose series show EC50 in µM. 0.63% of 290,000 active; note: many of its hits are not listed in these tables
NOD1 inhibition: inhibition of NOD1-driven NF-kB reporter – cell-based, luminescence, uHTS, primary screen (AID 1578); NOD1-driven NF-kB luciferase reporter cells, luminescence; higher % means a stronger effect; inhibition, % at 4 µM, or EC50 in µM where a hit was titrated; 1% of 290,000 active; in the data active = inhibition mostly above about 36%, no sharp cut-off; inactive = mostly below about 34%;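 note: HEK-293T reporter cells stimulated with the NOD1 agonist gamma-tri-DAP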
XIAP antagonists: XIAP antagonists, biochemical, IAP family, fluorescence polarization (AID 1018); XIAP BIR domain, fluorescence polarization peptide displacement; higher % means a stronger effect; displacement, % at 20 µM; hits with a dose series show IC50 in µM; 0.007% of 200,000 active; in the data active = displacement above about 50%; note: a part of the inactive calls stands beside numbers as strong as those of hits
human PMI inhibitors: MPI inhibition at elevated mannose 6-phosphate – biochemical, fluorescence intensity, high mannose 6-phosphate, primary screen (AID 1220); 0.66% of 190,000 active; recombinant PMI enzyme, coupled fluorescence intensity; higher % means a stronger effect; one-dose inhibition, % at 20 µM; IC50 in µM for titrated hits
TNAP activation fold: human TNAP enzyme activators, primary screen, biochemical, luminescent, no phosphate acceptor, uHTS (AID 1001); purified TNAP, luminescent activation assay, no phosphate acceptor; higher activation fold means a stronger effect; one-dose activation fold at 20 µM; EC50 in µM for titrated hits; 0.03% of 200,000 active; in the data active = activation fold from about 3, or a potency from the dose series; inactive = the rest, 99 in 100 with activation fold below about 1.6; note: many of its hits are not listed in these tables
LYP inhibition: inhibitors of LYP phosphatase, biochemical, fluorescence intensity, uHTS (AID 1779); recombinant LYP phosphatase, fluorescence intensity; higher % means a stronger effect; one-dose inhibition, % at 11.5 µM; IC50 in µM for titrated hits; 0.054% of 290,000 active;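 note: plate controls were vehicle with enzyme for no effect and no enzyme for full effect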
KOR beta-arrestin-2: kappa opioid receptor blockers – cell-based, luminescence, uHTS (AID 1778); KOR beta-arrestin recruitment, luminescence, antagonist mode; higher % means a stronger effect; inhibition, % at 10 µM; hits with a dose series show IC50 in µM; 0.091% of 290,000 active; note: strong numbers were not always called active
human PMI inhibition: inhibitors of human PMI, primary screen, biochemical, fluorescence intensity, coupled assay (AID 1209) | purified PMI enzyme, coupled fluorescence intensity; higher % means a stronger effect | inhibition, % at 20 µM, or IC50 in µM where a hit was titrated | 0.42% of 190,000 active;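 note: plate controls were DMSO vehicle for no effect and wells lacking substrate for full effect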
Active calls of the source: *; x = no result given; [ ] = another dose, or the depositor's remark. Cut-off read from the data, not from the text of the source, unless noted: active = inhibition above about 50%; inactive = the rest. These rows are one share of the data, so the mix of outcomes need not match the whole.

SMILES | KOR beta-arrestin-1 | NOD2 inhibition | NOD1 inhibition | XIAP antagonists | human PMI inhibitors | TNAP activation fold | LYP inhibition | KOR beta-arrestin-2 | human PMI inhibition
Nc1cccc(-n2nnnc2CN2CCOCC2)c1 | 2.5% | 1% | 3% | -5.9% | 8% | 1.1 | -6% | 12% | 14%
Cc1cc(C)nc(NC(=O)c2cccc(Cl)c2)n1 | -0.6% | 3% | 31% | -1.0% | -6% | 0.9 | -2% | -16% | -7%
O=C(Nc1c(C(=O)N2CCOCC2)cnn1-c1ccccc1)c1ccccc1F | 0.0% | 12% | 18% | x | x | x | -6% | -5% | x
COC(=O)CCC(=O)OC1(C)C(=O)C=C2C=C(C3CC3)N(CC(C)C)C=C2C1=O (configuration not stated) | 2.4% | 0% | -3% | x | x | x | -9% | 30% | x
CC(C)c1ccc(CN2C(=O)c3ccccc3S2(=O)=O)cc1 | -1.2% | -32% | -3% | x | x | x | -4% | -16% | x
CC(=O)c1c(C)[nH]c(C(=O)Nc2ccc(Cl)cc2)c1C | 2.9% | -89% | -20% | x | x | x | -9% | -42% | x
Cc1ccc(S(=O)(=O)C2(C(=O)NCCc3ccccc3)CC2)cc1 | -3.9% | 23% | 5% | x | x | x | -5% | -6% | x
CC(C(=O)N1CCc2ccccc2C1)N(c1ccccc1)S(C)(=O)=O (configuration not stated) | -1.2% | -13% | -35% | x | x | x | -4% | 3% | x
CN(C)c1ccc(CNc2ccccn2)cc1 | 5.5% | -5% | -46% | x | x | x | -9% | -41%[20 µM] | x
CC(=O)c1cccc(-n2nnnc2SCC(=O)Nc2ccccc2N2CCCCC2)c1 | -3.0% | 14% | 16% | -9.2% | 11% | 1.1 | -3% | 0% | 18%
CCCOc1ccc2oc(=O)c3c(c2c1)CCCN3C(=O)CN1CCc2ccccc2C1 | 8.0% | -2% | 26% | -6.7% | 21% | 1.1 | 4% | -38% | 20%
Cc1nc2cc(C(=O)NCc3ccc4c(c3)OCO4)ccc2n1-c1ccc(Br)cc1 | 0.5% | 20% | -26% | -41% | 19% | 1.4 | 4% | -26% | 10%
COc1ccc2nc(N3CCCC3)c(C#N)cc2c1 | -5.4% | -11% | -54% | -1.4% | -6% | 1.6 | 0% | -5% | -7%
CCOCCOC(=O)c1[nH]c2c(c1C)C(=O)CC(c1cc(OC)c(OC)c(OC)c1)C2 (configuration not stated) | -2.4% | 45% | 4% | x | x | x | -10% | 8% | x
COc1cccc(/C=C/C(=O)OCC(=O)NCc2ccco2)c1 | 6.0% | 25% | -17% | 1.6% | -10% | 1.1 | 2% | 32% | -14%
CCc1nnc(N2C(=O)c3cccc4cccc(c34)C2=O)s1 | 3.2% | 3% | -16% | -4.9% | -5% | 1.1 | 3% | 0% | -2%
CC1CCN(Cc2cnc(Cl)s2)CC1 | -5.1% | -10% | -21% | -6.9% | 21% | 1 | -7% | 12% | 13%
COc1ccc(OC)c(NC(=O)CCNS(=O)(=O)c2cccc3nonc23)c1 | -1.3% | 5% | -69% | x | x | x | -10% | 1% | x
CCN(CC)C(=O)CN1CCN(c2ccccc2F)CC1 | 1.4% | 1% | -16% | -6.0% | 12% | 1.1 | 0% | -2% | 15%
O=C(CCc1nnc(-c2ccsc2)o1)N1CCc2c(Cl)cccc2C1 | x | -84% | -60% | -7.4% | 6% | 1.1 | -3% | -12%[20 µM] | 8%
Cc1ccc(C)c(Nc2c([N+](=O)[O-])c(=O)oc3ccccc23)c1 | -6.7% | 24% | 7% | x | x | x | 0% | -23% | x
CC(=O)c1ccc(NC(=O)c2ccc3c(c2)C(=O)N(c2ccccn2)C3=O)cc1 | -1.2% | 31% | -4% | x | x | x | -2% | 2% | x
Cc1oc2cc3c(C(=O)N4CCCCC4)c(C)oc3cc2c1C(=O)N1CCCCC1 | -0.3% | -43% | -81% | -1.6% | 5% | 1.1 | -1% | -30% | 5%
O=C(NCCCNC(=O)c1cc(Cl)ccc1Cl)c1ccccn1 | -1.7% | 0% | 4% | x | x | x | -8% | -17% | x
O=C(Nc1ccccc1)NC1CCCCNC1=O (configuration not stated) | 1.6% | -3% | -9% | x | x | x | -3% | -16% | x

Entries from the list above with a furan ring, fused or not (two):
SMILES | KOR beta-arrestin-1 | NOD2 inhibition | NOD1 inhibition | XIAP antagonists | human PMI inhibitors | TNAP activation fold | LYP inhibition | KOR beta-arrestin-2 | human PMI inhibition
COc1cccc(/C=C/C(=O)OCC(=O)NCc2ccco2)c1 | 6.0% | 25% | -17% | 1.6% | -10% | 1.1 | 2% | 32% | -14%
Cc1oc2cc3c(C(=O)N4CCCCC4)c(C)oc3cc2c1C(=O)N1CCCCC1 | -0.3% | -43% | -81% | -1.6% | 5% | 1.1 | -1% | -30% | 5%

4 compounds already listed, arranged by molar mass, falling.
SMILES | KOR beta-arrestin-1 | NOD2 inhibition | NOD1 inhibition | XIAP antagonists | human PMI inhibitors | TNAP activation fold | LYP inhibition | KOR beta-arrestin-2 | human PMI inhibition
CCCOc1ccc2oc(=O)c3c(c2c1)CCCN3C(=O)CN1CCc2ccccc2C1 | 8.0% | -2% | 26% | -6.7% | 21% | 1.1 | 4% | -38% | 20%
COc1ccc(OC)c(NC(=O)CCNS(=O)(=O)c2cccc3nonc23)c1 | -1.3% | 5% | -69% | x | x | x | -10% | 1% | x
O=C(Nc1c(C(=O)N2CCOCC2)cnn1-c1ccccc1)c1ccccc1F | 0.0% | 12% | 18% | x | x | x | -6% | -5% | x
COc1cccc(/C=C/C(=O)OCC(=O)NCc2ccco2)c1 | 6.0% | 25% | -17% | 1.6% | -10% | 1.1 | 2% | 32% | -14%

The listing continues.
SMILES | KOR beta-arrestin-1 | NOD2 inhibition | NOD1 inhibition | XIAP antagonists | human PMI inhibitors | TNAP activation fold | LYP inhibition | KOR beta-arrestin-2 | human PMI inhibition
COC(=O)c1cc(S(=O)(=O)N2CCN(c3ccccc3)CC2)c[nH]1 | -3.7% | 19% | 26% | x | x | x | -12% | 10%[20 µM] | x
COc1ccccc1NC(=O)C1CCCN(C(=O)Nc2ccc(F)cc2)C1 (configuration not stated) | 6.1% | 18% | -8% | x | x | x | -11% | -32% | x
CCOCCCN(C(=O)Nc1ccc(CC)cc1)C1CCN(C(C)=O)CC1 | -2.5% | 13% | -8% | -8.1% | -1% | 1.1 | -14% | 2% | 3%
CCOC(=O)COc1cc([N+](=O)[O-])cc2cccnc12 | x | -5% | -9% | -8.2% | x | 1 | 2% | -40%[20 µM] | x
O=C(CSc1ccc(-c2ccco2)nn1)NC1CCCC1 | -4.4% | -8% | -16% | -4.3% | 24% | 1 | -5% | -4% | 14%
Cc1nn(C)cc1CNC(=O)CCC(=O)O | 3.1% | 4% | -11% | -2.6% | -14% | 1 | -7% | -18% | -10%
C/C(=N\Nc1ccc([N+](=O)[O-])cc1[N+](=O)[O-])c1ccc(-n2nncc2C(C)(C)C)cc1 | -2.7% | -24% | -28% | -2.9% | 4% | 1 | 15% | 38% | 2%
CCOc1c(Cl)cc(C(=O)Nc2ccccc2-c2ccccc2)cc1Cl | -3.9% | 25% | 4% | -8.0% | 10% | 1.1 | -6% | -19% | 13%
Cc1cc2ccccn2c1C(=O)c1nc(NCc2ccco2)ncc1Cl | -2.3% | 10% | -27% | -5.1% | 7% | 1 | 2% | 1% | 3%
Cc1ccc(CNC(=O)C2CCN(C(=O)Nc3ccccc3)CC2)cc1 | 1.0% | 3% | -11% | x | x | x | -17% | -22% | x
CC(C)C[C@H](NC(=O)c1nc[nH]c1C(=O)NC1CCN(C(=O)OC(C)(C)C)CC1)C(=O)OC(C)(C)C | -0.9% | 11% | 3% | 4.1% | 18% | 1 | 8% | -8% | 22%
CCOC(=O)C(Cc1ccccc1)NC(=O)Cn1nnc(-c2ccc(SC)cc2)n1 (configuration not stated) | -1.8% | 14% | 4% | -3.2% | 3% | 1.1 | 1% | 30% | 10%
COC(=O)C1CCC(C)(C(=O)Nc2ccccc2)C1(C)C (configuration not stated) | -0.2% | 16% | 55% | -2.9% | 0% | 1 | -8% | 11% | -2%
Cc1oc2c(Cl)c(Cl)c(O)c(CN(C)C)c2c1C(=O)c1ccc(Cl)cc1 | -3.4% | -44% | 66%* | x | x | x | -4% | -33%[20 µM] | x
O=C(CC(=O)NCCc1ccccc1)NCCc1ccccc1 | -3.7% | 19% | -15% | x | x | x | -13% | -20% | x
CC(C)CC(=O)NC(=S)N1CCCCCC1 | 6.1% | 8% | -11% | -13% | 8% | 1.1 | -3% | -34% | -9%
CCCc1cc(=O)n2[nH]c(NCc3c(F)cccc3Cl)nc2n1 | 6.6% | 14% | -7% | -9.6% | 11% | 1 | 14% | 8% | 18%
COc1ccc(NC(=O)Nc2cccc(C)n2)c(OC)c1 | 4.9% | -130% | -16% | x | x | x | -4% | -73% | x
COCCn1c(-c2cc(OC)c(OC)c(OC)c2)nc2oc3cc(OC)ccc3c(=O)c2c1=O | -1.2% | 14% | -5% | x | x | x | 2% | -6% | x
O=S(=O)(Nc1ccncc1)c1ccc(Cl)c(Cl)c1 | 4.4% | 6% | -7% | x | x | x | -11% | -3%[20 µM] | x
O=C(CC1(O)C(=O)N(Cc2ccccc2)c2ccccc21)c1ccc2c(c1)OCO2 (configuration not stated) | -8.0% | 4% | 7% | -3.0% | 0% | 1.1 | -4% | 24% | -4%
Cc1cc2nc(-c3ccc[nH]c3=O)n(Cc3cccc(F)c3)c2cc1C | 2.6% | -20% | -10% | x | x | x | -13% | 4% | x
CCN(CC)CCn1c(=S)[nH]c2ccccc2c1=O | 9.7% | 12% | 10% | -2.1% | 8% | 1 | -8% | -7% | 3%
COc1ccccc1NC(=S)NCC1CCCCC1 | -2.9% | 1% | -28% | 0.1% | -9% | 1 | -8% | -2% | -7%
CC(=O)Nc1ccn(-c2ccccc2)n1 | 0.3% | -12% | -36% | -8.4% | 10% | 1.1 | -3% | -23% | 4%
O=C(O)c1cccc(Nc2ccc([N+](=O)[O-])c3nonc23)c1 | -25% | 10% | -6% | x | x | x | -4% | 30% | x
CCOc1ccc(NC(=S)N(Cc2ccc(N(C)C)cc2)Cc2ccco2)cc1 | -1.1% | -2% | 15% | -0.5% | 12% | 1.1 | 1% | -25% | 4%
O=C(NNC1CC(=O)N(c2ccc(Br)cc2)C1=O)c1cccs1 (configuration not stated) | 2.5% | 8% | -3% | x | x | x | -5% | 7% | x
O=C1CC(=C(c2ccccc2)c2ccccc2)C(=O)N1CCCCN1CCN(c2cccc(Cl)c2)CC1 | -2.4% | 0% | -9% | x | 16% | 1.1 | -2% | 17% | 12%
C/C(=N\NC(=O)C1CC1)c1ccc(Cl)cc1 | 6.8% | -6% | -24% | -3.3% | 1% | 1 | -4% | 31% | 8%
